Screening results deposited in PubChem BioAssay by National Center for Advancing Translational Sciences (NCATS).
Sm TGR block: blocks Schistosoma mansoni thioredoxin glutathione reductase; purified TGR, DTNB reduction, TNB absorbance 405 nm; Potency, µM (doses to about 114 µM), without a hit: at the highest dose activity change, negative = inhibition, most hits filed as inhibitors; 3% of 360,000 active; further: potency means the concentration at half of the fitted maximal effect; nearly all actives have a fitted effect of over 60% in size
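First, TGR (20 nM dispensed) and NADPH were mixed with compound. Second, a 15 min room-temperature incubation followed. Third, further NADPH and then DTNB were added to start the reaction. Finally, TNB absorbance was monitored kinetically.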
Giardia FBPA inh: Giardia lamblia aldolase inhibition; Potency, µM (top dose mostly 59.6 µM), inactives show at the highest dose activity, negative = inhibition, hits mostly inhibitors; 0.71% of 290,000 active; purified Giardia FBPA; AID 2451; further: potency means the concentration at half of the fitted maximal effect; nearly all actives have a fitted effect of over 55% in size
Target sequence (A8B2U2 whole entry, looked up): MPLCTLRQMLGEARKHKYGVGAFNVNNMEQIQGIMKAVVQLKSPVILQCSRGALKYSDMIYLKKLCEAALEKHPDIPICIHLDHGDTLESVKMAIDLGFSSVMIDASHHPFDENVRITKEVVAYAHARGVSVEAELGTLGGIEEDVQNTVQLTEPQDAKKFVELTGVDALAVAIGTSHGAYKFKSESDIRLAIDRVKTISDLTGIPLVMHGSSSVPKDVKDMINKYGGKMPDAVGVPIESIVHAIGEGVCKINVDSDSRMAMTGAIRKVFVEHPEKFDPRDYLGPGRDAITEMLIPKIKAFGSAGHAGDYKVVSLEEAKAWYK
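Giardia FBPA (40 nM reagent) was preincubated 10 min at RT with compound (up to 57.5 uM final), then substrate plus GAPDH/TPI/NAD/arsenate coupling system with diaphorase/resazurin was added; resorufin fluorescence (525/598 nm) was read after 20 min.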
HCMV antiviral: human cytomegalovirus inhibition. HFF cells, HCMV-luciferase reporter, 72 h; stronger effect = lower value. activity change, negative = inhibition, % at 57.5 µM. 4.5% of 410,000 active. AID 1259415; in the data active means activity change below about -60%; inconclusive means no clear call, values can overlap the other calls; inactive means above about -39%
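Two-dose cell screen: HFF monolayers treated with compounds and infected with luciferase-expressing HCMV at 1 PFU/cell, 72 h at 37C, then lysed for luciferase measurement.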
AmpC inh no detg: AmpC beta-lactamase inhibition without detergent; P00811; AmpC nitrocefin hydrolysis, absorbance 480 nm, 0.0001% Triton; 0.52% of 330,000 active; Potency, µM (series often up to 57.1 µM), inactives show top-dose activity change, negative = inhibition, actives largely listed as inhibitors; AID 485341;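 further: potency means the concentration at half of the fitted maximal effect; plate controls were no compound for no effect and no enzyme for full effect; nearly all actives have a fitted effect of over 20% in size; some results filed as inactive show a strong effect at the top dose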
Target sequence (P00811 whole entry, looked up): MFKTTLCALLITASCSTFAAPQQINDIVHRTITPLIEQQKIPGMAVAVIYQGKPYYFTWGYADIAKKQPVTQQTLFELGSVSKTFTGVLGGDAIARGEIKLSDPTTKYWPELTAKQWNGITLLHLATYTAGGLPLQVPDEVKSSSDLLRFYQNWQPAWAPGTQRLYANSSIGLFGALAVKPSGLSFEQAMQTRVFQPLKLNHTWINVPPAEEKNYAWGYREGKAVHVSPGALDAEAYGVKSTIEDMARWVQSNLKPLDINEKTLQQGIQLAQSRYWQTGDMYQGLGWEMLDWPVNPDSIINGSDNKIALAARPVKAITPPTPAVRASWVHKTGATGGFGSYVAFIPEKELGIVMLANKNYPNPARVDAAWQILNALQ
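AmpC (5.3 nM in the dispensed reagent) in 20 mM phosphate pH 7.0 with 0.01% (detergent screen) or 0.0001% Triton X-100 was preincubated with compounds for 15 min at room temperature. Nitrocefin was then added from an 800 uM solution, and hydrolysis was followed at 480 nm.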
HCV inhibitor: blocks hepatitis C virus; Huh7.5.1 HCVcc-Cre infection, luciferase reporter, 44 h; Potency, µM (titrated, usually from 41.8 µM), for inactives: top-dose activity change, negative = inhibition, usual class: inhibitors; 3.4% of 340,000 active; AID 651820; further: potency means the concentration at half of the fitted maximal effect
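HCVcc-Cre virus at an moi near 0.5 was added right after compound to cells cultured 4 h from seeding (1,000 cells/well). Luciferase activity was determined 44 h later, 15 min after substrate addition at RT.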
AmpC detergent: blocks E. coli AmpC beta-lactamase in detergent assay. AmpC hydrolysis of nitrocefin, absorbance 480 nm, 0.01% Triton. 0.041% of 370,000 active. P00811. Potency, µM (doses to about 114 µM), for the others: top-dose activity change, negative = inhibition, usual class: inhibitors. AID 485294;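 further: potency means the concentration at half of the fitted maximal effect; 0% = no-compound wells and -100% = no-enzyme wells; nearly all actives have a fitted effect of over 25% in size; some results filed as inactive show a strong effect at the top dose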
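20 mM phosphate pH 7.0 + 0.01% (detergent screen) or 0.0001% Triton X-100; 5.3 nM AmpC reagent; cpd preinc 15 min RT; nitrocefin (800 uM stock) to start; A480 q20 s × 4 min; Activity was normalised to no-enzyme and no-compound control wells.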
The depositor's hits bear a star; ? = inconclusive; / = no result given; & = joins results of further samples; [ ] = another dose, or the depositor's remark. Unless noted, the call rests on the fitted dose curve; in most records, active means well fitted curve in the direction sought with a large enough effect; inconclusive means small, poorly fitted or top-dose-only effect, or another doubt; inactive means no such curve, though single readings can be large; an effect the other way counts as inactive or inconclusive. Unless noted, on the % scale 0 is the no-effect control and ±100 the full control effect. Compounds as they come. About 9.9% of those tested had a hit in this group.

item	SMILES	AmpC inh no detg	HCMV antiviral	Giardia FBPA inh
1	CN(C)c1cccc(C(=O)OC(C(=O)Nc2ccc(Cl)cc2C(F)(F)F)c2ccccc2)c1 (stereo unspecified)	-42%	-63*	3%
2	COc1ccc(S(=O)(=O)N2CCOCC2)cc1C(=O)N1CCCCC1	-8%	-3	/
3	Cc1cc(S(=O)(=O)NC2CC(C)(C)NC(C)(C)C2)c(Cl)cc1Cl	-5%	5	2%
4	CC(=O)N1CCc2cc(S(=O)(=O)Nc3cccc(C(F)(F)F)c3)ccc21	-8%	?	1%
5	CN(C(=O)Cn1cc(S(=O)(=O)N2CCN(c3ccccc3F)CC2)c2ccccc2c1=O)c1ccc(Cl)cc1	/	?	/
6	COc1ccc(NC(=O)CSc2nc(-c3cccc(C)c3)[nH]c2-c2ccccc2)cc1OC	/	-36	/
7	Cc1ccc(CN2CCN(Cc3c(C)nn(-c4ccc(F)cc4)c3C)CC2CCO)o1 (stereo unspecified)	40%	-27	1%
8	Cc1ccc(NC(=S)NC(=O)C2CCCC2)cc1C	3.2µM*	43	/
9	COC(=O)c1c(NC(=O)CN2CCN(c3ccccc3OC)CC2)c2cc(C)ccc2n1C	1%	90	3%
10	O=c1[nH]c(-c2ccccn2)cc2ccccc12	-13%	74	-1%
11	CC1(C)Cc2c(sc3c2C(=O)N(c2ccccc2)C2=NCCN23)CS1	95%[activator]	11	/
12	Cc1ccc(S(=O)(=O)NCCC(=O)Nc2nccs2)cc1	-22%	38	0%

item	HCV inhibitor	AmpC detergent	Sm TGR block
1	-16%	?	-2%
2	28%	-13%	0%
3	?	-1%	4%
4	13µM*	-13%	4%
5	/	15%	9%
6	/	7%	?
7	-18%	9%	-10%
8	-20%	0%	?
9	1%	-3%	-15%
10	?	4%	-2%
11	23%	-12%	0%
12	?	-2%	0%

Profiles as entered above:
`COc1ccc(S(=O)(=O)N2CCOCC2)cc1C(=O)N1CCCCC1` across the screens: AmpC inh no detg: -8%; HCMV antiviral: -3; Giardia FBPA inh: /; HCV inhibitor: 28%; AmpC detergent: -13%; Sm TGR block: 0%
`Cc1ccc(CN2CCN(Cc3c(C)nn(-c4ccc(F)cc4)c3C)CC2CCO)o1` (stereo unspecified) across the screens: AmpC inh no detg: 40%; HCMV antiviral: -27; Giardia FBPA inh: 1%; HCV inhibitor: -18%; AmpC detergent: 9%; Sm TGR block: -10%

Additional entries follow.
item	SMILES	AmpC inh no detg	HCMV antiviral	Giardia FBPA inh
13	NC(=S)N/N=C/c1ncc(C(F)(F)F)cc1Cl	-14%	/	6.3µM*
14	COc1ccc2c(c1)[nH]c1c(C)nccc12	-19%	-95*	-9%
15	Cc1noc(NS(=O)(=O)c2ccc(N/C=C\C(=O)c3cccc4ccccc34)cc2)c1C	-31%	7	13%
16	CC(C)c1ccc(S(=O)(=O)c2cnc(SCC(=O)Nc3ccc(F)cc3F)nc2N)cc1	/	?	/
17	CCOC(=O)Cn1c(C)cc(=O)c2cccc(C)c21	9%	-8	-2%
18	CC(C)=CCN1CCN(Cc2coc3ccc(C)cc3c2=O)CC1CCO (stereo unspecified)	-10%	89	3%
19	COc1ccc(NC(=O)c2oc3ccccc3c2NC(=O)c2cc(=O)c3cc(Cl)ccc3o2)cc1	/	-21	/
20	CCN(CC)C(=O)C(=O)Nc1cccc(Br)c1	-3%	40	0%
21	Cc1ccc2c(CNC3CCCCC3)c(C(=O)O)n(Cc3ccc(F)cc3)c2c1	/	1	/
22	CC(c1ccccc1)(c1ccccc1)c1ccncc1	-8%	12	-1%
23	Cc1ccc(S(=O)(=O)N(CCC(=O)NCc2ccccc2F)c2ccccc2)cc1	-3%	0	/
24	Cc1cnc(C)c(N2CCC(C(=O)NCc3ccco3)CC2)n1	-9%	-8	1%

item	HCV inhibitor	AmpC detergent	Sm TGR block
13	5.6µM*	-19%	14%
14	?	0%	-1%
15	18%	4%	-24%
16	/	14%	0%
17	3%	-13%	1%[11.4 µM]
18	14%	6%	?
19	/	-2%	-2%
20	1%	-10%	-19%
21	/	13%	-1%
22	5%	?	2%
23	-10%	-2%	-1%
24	-12%	-2%	7%

(listing goes on)
item	SMILES	AmpC inh no detg	HCMV antiviral	Giardia FBPA inh
25	O=C1c2ccccc2CC1(Cc1ccccc1)Cc1ccccc1	-29%	-25	-1%
26	O=C(COc1ccc(/C=N/NS(=O)(=O)c2ccccc2)cc1)Nc1cccc(Cl)c1	-34%	-5	-9%
27	CC1=C(C(=O)Nc2ccccc2)SCCO1	/	112	-3%
28	CC(=O)N1CCC(N(Cc2ccc(C)o2)C(=O)Nc2ccc(C)cc2)CC1	/	28	/
29	NC(=O)c1ccc[n+](CC(=O)c2ccc(Br)cc2)c1	-16%	12	0%
30	CCC1Nc2ncnc(N3CCN(c4ccccn4)CC3)c2N(Cc2ccc(Cl)cc2)C1=O (stereo unspecified)	136%[activator]	11	/
31	Cc1ccc(C)c(SCC(=O)N(C)C2CCS(=O)(=O)C2)c1 (stereo unspecified)	-15%	10	/
32	CCc1ccc(C2c3c(-c4ccccc4O)n[nH]c3C(=O)N2Cc2ccncc2)cc1 (stereo unspecified)	/	-20	/
33	CCOc1ccccc1N(C)C(=O)c1cn(CC)c(=O)c2cc(OC)c(OC)cc12	42%	53	10%
34	COc1cccc(C(C(=O)NCc2ccccc2)N(C(=O)c2csnn2)C2CC2)c1 (stereo unspecified)	1%	-1	4%
35	Cc1ccc(NC(=O)c2ccc(OCC3CCCO3)cc2)cc1 (stereo unspecified)	-19%	48	0%
36	CCc1ccc(-c2csc3nc[nH]c(=O)c23)cc1	-14%	-20	-5%

item	HCV inhibitor	AmpC detergent	Sm TGR block
25	2%	-12%	-16%
26	-20%	5%	-1%
27	-14%	-6%	-5%
28	/	3%	-14%
29	9%	-9%	64%[activator]
30	15%	?	?
31	17%	/	/
32	/	-6%	-1%
33	-2%	-3%	2%
34	8%	-9%	0%
35	-9%	?	-4%
36	-2%	?	6%

Reformatted: entries from further up.
#27 CC1=C(C(=O)Nc2ccccc2)SCCO1
  AmpC inh no detg: /; HCMV antiviral: 112; Giardia FBPA inh: -3%; HCV inhibitor: -14%; AmpC detergent: -6%; Sm TGR block: -5%

#28 CC(=O)N1CCC(N(Cc2ccc(C)o2)C(=O)Nc2ccc(C)cc2)CC1
  AmpC inh no detg: /; HCMV antiviral: 28; Giardia FBPA inh: /; HCV inhibitor: /; AmpC detergent: 3%; Sm TGR block: -14%

#29 NC(=O)c1ccc[n+](CC(=O)c2ccc(Br)cc2)c1
  AmpC inh no detg: -16%; HCMV antiviral: 12; Giardia FBPA inh: 0%; HCV inhibitor: 9%; AmpC detergent: -9%; Sm TGR block: 64%[activator]

#30 CCC1Nc2ncnc(N3CCN(c4ccccn4)CC3)c2N(Cc2ccc(Cl)cc2)C1=O (stereo unspecified)
  AmpC inh no detg: 136%[activator]; HCMV antiviral: 11; Giardia FBPA inh: /; HCV inhibitor: 15%; AmpC detergent: ?; Sm TGR block: ?

Next section
item	SMILES	AmpC inh no detg	HCMV antiviral	Giardia FBPA inh
37	N#Cc1c(NC(=O)COC(=O)c2ccc(F)cc2)sc2c1CCC2	-19%	-35	1%
38	COC(=O)c1ccccc1NC(=O)CSc1n[nH]c(CC(C)C)n1	1%	16&4	-3%
39	CCOc1ccc(CCNC(=O)CN2C(=O)NC3(CCCCC3)C2=O)cc1OCC	-7%	-31	/
40	O=c1[nH]c(=S)n(-c2ccccc2F)c(O)c1C=Nc1ccc(N2CCOCC2)cc1	79%[activator]	-4	-19%
41	C=C1c2cc(C)ccc2NC(=O)N1c1ccccc1	-36%	-24	2%
42	O=C(/C=C/c1ccc(Cl)c(Cl)c1)NCCCn1ccnc1	43%	68	7%
43	C=CCn1c(O)c(C=NCCN2CCNCC2)c(=O)[nH]c1=O	-21%	-27	-1%
44	C#CCOCCOCCOCCNc1nc(N2CCOCC2)nc(N2CCN(C(=O)CCCCCCCCCCNC(=O)[C@H]([C@@H](C)CC)n3cc(CCCCN=C(N)N)nn3)CC2)n1	172%[activator]	-31	/
45	CSc1nsc(SCC(=O)Nc2ccccc2)n1	-32%	-25	1%
46	Cc1ccc(NC2=CC(=O)C(=O)c3ccccc32)c(C)c1	-14%	-96*	/
47	CCn1c(C)nnc1SCC(=O)Nc1cccc(C(F)(F)F)c1	28%	-1	-10%
48	COc1ccc(NC(=O)CN(C)C(=O)c2cn(-c3ccccc3)nc2-c2ccc(Cl)cc2)cc1	13%	-28	/

item	HCV inhibitor	AmpC detergent	Sm TGR block
37	1%	-1%	1%
38	-10%	?	-3%&1%
39	8%	-2%	10%
40	10%	?	7%
41	0%	-17%	0%
42	0%	-13%	7%
43	4%	-9%	0%
44	-3%	-3%	-22%
45	-4%	-6%	4%
46	?	-6%	-20%
47	12%	2%	3%
48	-27%	-1%	-3%

Going on with the list.
item	SMILES	AmpC inh no detg	HCMV antiviral	Giardia FBPA inh
49	COc1cccc(OCc2nc3ccccc3n2CCOc2ccccc2)c1	/	32	/
50	Cc1nc(SCC(=O)Nc2cccc(C(=O)O)c2)n[nH]1	-9%	-14	-2%
51	O=C(c1ccco1)N1CCCN(Cc2nc(-c3cccs3)no2)CC1	21%	-29	7%
52	Cc1ccc(S(=O)(=O)N(C)C)cc1NC(=O)C(C)NC(C)c1cccs1 (stereo unspecified)	3%	9	4%
53	O=C(O/N=C(\c1ccccc1)c1ccccn1)c1cccc2ccccc12	-6%	-16	-4%
54	COC(=O)c1ccc(Nc2cc(C)nc(-c3ccccc3O)n2)cc1	-29%	-9	-8%
55	Cc1cccc(C(=O)O/N=C2/CC3CCC2(C)C3(C)C)c1 (stereo unspecified)	-4%	-7	-2%
56	Clc1cc(Br)ccc1NCc1cccnc1	5%	-26	14%
57	Cc1cccc(N2C(=O)c3ccc(C(=O)Nc4c[nH]c(=O)[nH]c4=O)cc3C2=O)c1	1%	36	6%
58	Cc1cc(Br)ccc1NC(=S)N1CCOCC1	-18%	48	3%
59	Cc1ccccc1C(=O)NC1CC(C)(C)NC(C)(C)C1	-18%	7	2%
60	CC1(c2ccccc2Cl)NC(=O)N(CC(=O)NCc2ccc3c(c2)OCO3)C1=O (stereo unspecified)	-14%	17	2%
61	CCN(CC)C(=O)CSc1nc2ccc(NC(=O)CSc3nccn3C)cc2s1	-23%	-15	-14%

item	HCV inhibitor	AmpC detergent	Sm TGR block
49	/	1%	3%
50	-22%	-9%	-4%
51	10%	-6%	-16%
52	7%	1%	-1%
53	-11%	?	2%
54	-17%	-2%	1%
55	-8%	5%	?
56	-4%	0%	-9%
57	-1%	-13%	-4%
58	14%	-5%	-10%
59	6%	-1%	3%
60	-4%	-2%	-8%
61	?	-2%	-13%
